# PglD DTNB = C. jejuni PglD acetyltransferase inhibitors, primary screen, biochemical, DTNB colorimetric, single point. UDP-N-acetylbacillosamine N-acetyltransferase PglD (Campylobacter jejuni). purified PglD enzyme, DTNB colorimetric CoA detection. inhibition, % at 12.5 µM. 360,000 compounds, 0.098% hits. AID 602405, 2012; in the data active = inhibition above about 16%, passing the limit was not always enough; inconclusive = no clear call, values can overlap the other calls; also: strong numbers were not always called active
# Cneo AK release = Cryptococcus neoformans cell lysis inducers, primary screen, AK release luminescence, single concentration | C. neoformans lysis, adenylate kinase release luminescence, 4 h; normalised: neutral wells 0, clomiphene wells 100 | lysis activity, % at 15 µM | 360,000 compounds, 0.2% hits;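 active = mean lysis activity across replicates of at least 80%, whatever share of replicates individually reach that level; inactive = mean lysis activity below 80%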
#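 Assay system: Cryptococcus neoformans yeast cells / Dosing: single-point compound dose / Timing: 4 h at 37 °C static, read 1 h later / Measured by: luminescence of released adenylate kinase using an AK detection reagent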
# Statin myotox sup = suppressors of statin myotoxicity in C2C12 myotubes, primary screen, cell-based, single point, plate reader | 330,000 compounds, 0.78% hits | AID 602340, 2012 | C2C12 myotubes + simvastatin, ATP luminescence, 48 h; scaled: DMSO 0, geranylgeraniol control 100 | rescue of ATP level, % at 7.49 µM;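 active = mean ATP rescue above about 67%, or every replicate alone reaching that limit, limit read from the data, passing the limit was not always enough; inconclusive = no clear call, values can overlap the other calls; inactive = mean under the limit and some replicate under it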;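 also: myotubes were challenged with 10 µM simvastatin during compound exposure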
# FN deposit inh = inhibitors of fibronectin matrix deposition, primary screen, AH1F cells, Alexa488-fibronectin fluorescence, plate reader. 350,000 compounds, 0.086% hits. inhibition, % at 12.6 µM. AH1F fibroblasts, overnight. AID 743247, 2014;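 active = mean inhibition across replicates of 30% or more, regardless of how many single replicates reach that level; inconclusive = mean under 30% yet at least half of replicates reach 30%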;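 also: positive control wells lacked labelled fibronectin entirely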
#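 Assay system: AH1F fibroblast monolayer, labelled fibronectin deposition. Amount: 10000 cells per well. Also added: labelled fibronectin 24 nM. Compound: single-point pinned compound. Incubation: cell attachment 1 h, compound and FN exposure overnight. Detection: fluorescence after three HBSS washes, excitation 485 nm, emission 525 nm. Read-out: inhibition of fibronectin deposition signal.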
# PGC1a acetyl inh = inhibitors of PGC1a acetylation signal, primary screen, cell-based, U2OS, AlphaScreen, inhibitor mode | AlphaScreen anti-acetyl-lysine; with virally co-expressed GCN5 acetyltransferase | inhibition, % at 15.6 µM | 350,000 compounds, 0.17% hits | AID 651687, 2012;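 active = every replicate shows inhibition of at least 40%; inconclusive = mean inhibition at least 40% but some replicate below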;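 also: 0% = neutral control wells and 100% = positive control wells; some results beyond the cut were filed as inactive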
# F508del corr = F508del CFTR correction, initial screen, CFBE line, single point. CFBE cells, YFP halide quenching; stimulated with forskolin plus potentiator P3; % fluorescence drop versus neutral controls. 350,000 compounds, 0.36% hits. activity (quench increase), % at 7.58 µM;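 active = mean added fluorescence quench of at least 8% versus neutral control, with both replicates also reaching 8%; inconclusive = only one of the mean or replicate conditions met; inactive = mean below 8% and not both replicates reaching 8%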;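 also: cells transiently co-express mutant CFTR-F508del with the halide-sensitive YFP; corrector assay measuring rescue of mutant channel to the surface after 24 h compound exposure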
# miR-122 sensor = miR-122 Renilla sensor signal increase in Huh7, primary screen, miR-122 inhibitor project, cell-based, single point, plate reader | 340,000 compounds, 0.3% hits | Huh7 miR-122 Renilla luciferase sensor, 48 h; neutral wells = 0, positive control = 100 | activation (reporter increase), % at 12.5 µM;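 active = mean replicate activation score at least 90 and every replicate individually at or above 90; inconclusive = only one of the two criteria met; inactive = neither criterion met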;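 also: higher luciferase means less miR-122 activity so hits act as miR-122 inhibitors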
# GSIS activator = GLuc luminescence reporter in INS-1E cells, primary screen for activators of glucose-dependent secretion of insulin. INS-1E GLuc reporter insulin secretion, 2-3 h. activation, % at 16.6 µM. 370,000 compounds, 0.61% hits;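 active = lowest replicate activation of at least 40%, so every replicate reaches that level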;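 also: 0% = median of neutral control wells and 100% = median of IBMX positive control wells; some compounds called inactive have numbers as strong as hits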
# * hit, by the source's call; ? = inconclusive; / = no result given; [ ] = another dose, or the depositor's remark.
SMILES,PglD DTNB,Cneo AK release,Statin myotox sup,FN deposit inh,PGC1a acetyl inh,F508del corr,miR-122 sensor,GSIS activator
COc1ccc(CN(C)C[C@H]2OCCCC[C@@H](C)Oc3ccc(NC(=O)C4CCCCC4)cc3C(=O)N([C@H](C)CO)C[C@H]2C)cc1,7,-6,/,-7,4,-0.9,-2[16.7 µM],-21
COc1ccccc1CNC(=O)C[C@@H]1C[C@H]2c3cc(NC(=O)Nc4ccccc4F)ccc3O[C@H]2[C@H](CO)O1,0,-11,1,/,2,1.0,9[16.7 µM],-11
CCOc1ccc(/C(O)=C2/C(=O)C(=O)N(c3ncccn3)C2c2ccc(C)cc2)cc1 (stereo not drawn),-1,-6,/,-12,2,-1.1,0,-8
COc1ccc(S(=O)(=O)N(C)C[C@@H]2OCCCC[C@H](C)Oc3ccc(NC(=O)Cc4ccccc4)cc3C(=O)N([C@H](C)CO)C[C@@H]2C)cc1,5,-3,/,-11,2,-5.4,0[16.7 µM],-19
COc1ccc(-c2c3c(nc4sc5c(=O)[nH]c(C)nc5c24)CCC3)cc1,-1,2,/,/,37,/,-8,/
Cc1cc(OCc2cc(C(=O)N(C)Cc3ccccn3)no2)cc(C)c1Cl,2,-8,3,1,-1,1.5,-3,-15
COc1cc2c(=O)n(CCCN3CCOCC3)c(=S)[nH]c2c(OC)c1OC,-14,2,5,-1,-9,/,-3,/
O=C1C(=O)N(CCO)C(c2ccccc2)/C1=C(\O)c1ccccc1 (stereo not drawn),0,-3,12,-8,7,2.2,-2,-13
CCOc1ccc(S(=O)(=O)N(CC(=O)O)c2ccccc2)cc1,2,-1,7,/,1,/,-2,2
Cc1cc(C)cc(C(O)c2ncc(-c3ccc(Cl)cc3)[nH]2)c1 (stereo not drawn),5,1,3,/,2,-0.3,9,-32
COc1cc(C(=O)NCCC(=O)N2CCC3(CC2)NCCc2[nH]cnc23)cc(OC)c1OC,-4,-5,-25,6,/,-1.6,/,8
CCCC#Cc1ccc([C@H]2[C@@H](CO)N3CCCCN(CC4CC4)C[C@@H]23)cc1,2,-1,/,/,-12,1.1,-11[16.7 µM],/
CCC(=O)Nc1ccc2c(c1)C(=O)N(C)C[C@@H](OC)[C@H](C)CN(C(=O)c1cccnc1)[C@@H](C)CO2,0,-5,3,6,-5,-0.9,8[16.7 µM],5
CO[C@H]1CN(C)C(=O)c2ccc(NC(=O)c3nc4ccccc4s3)cc2OC[C@H](C)N(Cc2cccnc2)C[C@H]1C,5,0,22,13,10,4.6,71[16.7 µM],-25
C[C@@H]1CCCCO[C@H](CN(C)S(=O)(=O)c2cccs2)[C@@H](C)CN([C@@H](C)CO)C(=O)c2cc(NC(=O)CCC(F)(F)F)ccc2O1,0,94*,/,/,2,1.2,16[16.7 µM],-16
Cc1cccc(N2CCN(C(=O)C3CCN(S(=O)(=O)c4c(C)noc4C)CC3)CC2)c1C,-3,6,9,-19,-5,-0.3,-9,-5
C[C@H](CO)N1C[C@H](C)[C@H](CN(C)C(=O)Nc2ccc(F)cc2)Oc2ncc(-c3cccc(F)c3)cc2C1=O,1,1,-13,5,2,-2.8,0[16.7 µM],-24
CCOC(=O)c1ccc(N2CCCCC2)c(NS(=O)(=O)c2ccc(C)cc2)c1,4,1,/,8,-13,5.2,62,2
CC(C)CN(C(=O)CSc1nnc(C2CC2)n1-c1ccccc1)C1CCS(=O)(=O)C1 (stereo not drawn),7,-1,5,/,/,-1.5,/,4
C[C@@H]1CN([C@H](C)CO)C(=O)c2cc(NS(=O)(=O)c3ccc(F)cc3)ccc2O[C@H]1CN(C)Cc1ccccc1,-2,1,15,/,8,-1.3,10[16.7 µM],11
O=C(c1ccc2c(c1)CCN2S(=O)(=O)c1ccccc1)N1CCN(c2ccccc2)CC1,-2,6,?,0,-1,-1.8,10,0
COc1cccc(NC(=O)N2CC3(C2)[C@H](c2ccccc2)[C@@H](CO)N3C(C)=O)c1,/,/,/,-3,3,-0.4,/,4
CC(=O)Oc1ccc(C(=O)Cc2ccccn2)c(O)c1,-3,-4,-14,/,9,/,-3,-1
COC(=O)c1cc(S(=O)(=O)Nc2ccc(C)c(F)c2)c[nH]1,1,2,-1,1,-8,-1.4,31,-7
N#CC1=C(N)N(c2ccccc2)C2=C(C(=O)CCC2)C1c1ccccc1 (stereo not drawn),-2,-5,22,2,-2,/,-1,/
O=c1[nH]c(=O)n([C@H]2C[C@H](O)[C@@H](CO)O2)cc1I,-2,1,19,-3,-2,-8.4,18,/
CC(C)(C)C(=O)Nc1cc2c3c(c1)CC(=O)N3CCC2,3,0,-6,2,/,1.1,-3,-10
CCOc1cccc2sc(N(CCCN(C)C)C(=O)c3ccc(S(=O)(=O)N(C)CC4CCCO4)cc3)nc12 (stereo not drawn),-1,2,-20,/,-11,-0.5,3,6
O=S(=O)(c1ccccc1C(F)(F)F)N1CCC(n2cnc3ccccc32)CC1,3,-6,27,/,-2,-0.1,-6,-46
CC(C)C(c1nnnn1Cc1ccccc1)N1CCN(Cc2ccc3c(c2)OCO3)CC1 (stereo not drawn),-6,-5,/,/,-12,/,-6,/
CCOC(=O)N1CCN(S(=O)(=O)c2ccc(C(=O)Nc3nnc(CC)o3)cc2)CC1,-3,-2,/,4,4,/,-2,-8
O=C(CN1C(=O)CCSc2ccccc21)Nc1ccc2c(c1)OCO2,3,2,/,/,-4,/,-7,/
COC(=O)c1ccccc1NC(=S)N(C)C,/,/,/,-5,6,-0.2,/,-1
O=C(Nc1ccn(Cc2ccc(F)cc2)n1)c1ccncc1,5,-1,15,/,19,/,-1,/
Cc1n[nH]c(=O)n1-c1ccc(OC(F)(F)F)cc1,/,/,/,-3,-1,-0.7,7,-9
C[C@@H]1CN([C@H](C)CO)C(=O)c2cc(Br)cnc2O[C@@H]1CN(C)Cc1ccc2c(c1)OCO2,1,-6,/,/,11,2.1,3[16.7 µM],-12
CC(=O)N/C(=C\c1ccccc1)C(=O)OCC(=O)c1c(N)n(CC(C)C)c(=O)n(C)c1=O,/,/,-14,-4,/,-0.4,3,-14
CCc1ccc(/C=N\n2cnnc2)cc1,0,-4,/,-8,7,0.5,4,-2
CC(C)NC(=O)Nc1ccc2c(c1)C(=O)N([C@@H](C)CO)C[C@H](C)[C@H](CN(C)Cc1ccccc1)O2,-1,-5,77*,/,3,0.4,-4[16.7 µM],22
COc1ccc(N(CC(=O)NCCSCc2cccc(Cl)c2)S(C)(=O)=O)cc1,-3,6,16,1,-13,1.0,3,-30
CCOc1ccc(CCN2C(=O)C(=O)N([C@@H](CC(C)C)CN3CCC[C@@H]3CN3C(=O)C(=O)NC[C@@H]3CC(C)C)C[C@@H]2Cc2ccccc2)cc1,-8,2,4,-11,13,4.3,5,-25
Cc1csc(=O)n1CCC(=O)OCC(=O)NCc1ccc(Cl)cc1Cl,5,0,-10,1,1,-1.3,1,-5
O=S(=O)(NCc1ccc2c(c1)OCO2)c1cccc(F)c1,2,1,6,-10,/,-1.0,4,8
COc1ccc(NC(=O)N(C)C[C@@H]2OCCCC[C@H](C)Oc3ccc(NS(=O)(=O)c4ccccc4)cc3C(=O)N([C@H](C)CO)C[C@H]2C)cc1,-1,-2,/,0,11,0.4,-9[16.7 µM],-19
CN(c1ccc2nc3ccccc3c(=O)n2n1)C1CCCCC1,4,-11,-24,-7,/,-4.5,-7,20
Cc1ccc(CC(=O)N/N=C/c2ccc3c(c2)OCO3)cc1,/,/,/,6,3,-0.6,/,4
O=C(CSc1nc2ccccc2[nH]1)N/N=C/c1ccco1,-1,17,5,7,4,-0.8,-2,17
Cc1c(N=O)c(-c2ccccc2)n(O)[n+]1[O-],4,2,6,5,1,-3.1,-1,-24

# Grouped by structure, those above with a CF3 group (three)
SMILES,PglD DTNB,Cneo AK release,Statin myotox sup,FN deposit inh,PGC1a acetyl inh,F508del corr,miR-122 sensor,GSIS activator
C[C@@H]1CCCCO[C@H](CN(C)S(=O)(=O)c2cccs2)[C@@H](C)CN([C@@H](C)CO)C(=O)c2cc(NC(=O)CCC(F)(F)F)ccc2O1,0,94*,/,/,2,1.2,16[16.7 µM],-16
O=S(=O)(c1ccccc1C(F)(F)F)N1CCC(n2cnc3ccccc32)CC1,3,-6,27,/,-2,-0.1,-6,-46
Cc1n[nH]c(=O)n1-c1ccc(OC(F)(F)F)cc1,/,/,/,-3,-1,-0.7,7,-9

# Further structures.
SMILES,PglD DTNB,Cneo AK release,Statin myotox sup,FN deposit inh,PGC1a acetyl inh,F508del corr,miR-122 sensor,GSIS activator
Cc1cccc(N=Nc2cn[nH]c2-c2ccco2)c1,/,/,/,-14,2,-3.1,/,13
CCOC(=O)c1cc(C#N)c(SC(C)C(=O)NC2CCCCC2)nc1C (stereo not drawn),-2,0,13,-5,7,-2.5,4,-1
COc1ccc(S(=O)(=O)Nc2ccc3c(c2)C(=O)N([C@@H](C)CO)C[C@@H](C)[C@H](CN(C)CC2CC2)OCCCC[C@H](C)O3)cc1,-1,51,-2,/,-9,1.4,-6[16.7 µM],-13
O=C1OC2(CCCCC2)OC(=O)C1=CNc1ccc2c(c1)OCO2,1,-2,-18,-6,5,/,-3,/
CCCC(=O)Nc1ccc2oc(-c3cncc(Br)c3)nc2c1,-4,0,-2,4,3,0.8,1,30
COc1ccc2cc(CCNS(=O)(=O)c3ccc(NC(C)=O)cc3)c(=O)[nH]c2c1,2,-2,-4,-1,/,-2.2,/,-3
CC(C)Cc1nnc(NC(=O)CCC(=O)NC2CCCCC2)s1,-4,-1,6,-9,-7,2.2,-1,3
Cc1noc(C)c1NC(=O)N(C)C[C@@H]1Oc2ccc(NC(=O)CCC(F)(F)F)cc2C(=O)N([C@@H](C)CO)C[C@@H]1C,-11,-7,-10,/,4,-1.3,1[16.7 µM],18
CCOC(=O)C1=C(C)Nc2ncnn2C1/C=C/c1ccccc1 (stereo not drawn),-6,-3,-20,/,/,/,13,/
Cc1cccc(OCC(=O)N(Cc2nnc(-c3ccccc3Cl)o2)C2CC2)c1,0,0,8,1,-2,-1.6,6,/
C[C@@H]1CN([C@H](C)CO)C(=O)c2cc(NC(=O)C3CC3)ccc2O[C@@H]1CN(C)S(=O)(=O)c1ccc(F)cc1,2,3,-18,/,9,3.6,6[16.7 µM],1
CC(=O)c1cnc2sccn2c1=O,-5,0,-4,-6,-25,0.0,4,-7
Cc1ccc(N2CCN(C(=O)Nc3cccc([N+](=O)[O-])c3)CC2C)cc1 (stereo not drawn),-2,-4,/,5,/,-0.9,/,-38
Cc1cc(=O)[nH]c(N/N=C/c2cc(C)n(CC(F)(F)F)c2C)n1,3,0,2,3,-4,2.6,4,-1
Cc1cc(N)n2ncc(-c3cccc(Br)c3)c2n1,-4,-5,-102,/,-5,/,12,/
O=C1COc2ccc(-c3csc(NCCc4ccccc4)n3)cc2N1,/,/,/,1,-4,-1.2,/,-2
CCN1C(=NCCOC)N[C@@H](c2cccc(F)c2)C(C(=O)OC)=C1C,0,-1,/,/,-10,/,-2,/

# Assay outcomes (PubChem)
